Hsp70 act – transcriptional activators of Hsp70 | HeLa Hsp70 promoter luciferase reporter, luminescence; scaled: vehicle 0, proteasome-inhibitor control 100% | activation, % at 10 µM | 200,000 compounds, 0.04% hits | AID 1203;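 active means activation above the mean across all tested compounds plus 3 SD, cutoff set per campaign, cut at about 5.5% in these data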;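 further: 100% = MG132 at 30 µM as the positive control and 0% = DMSO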
APP 5'UTR act – APP 5'UTR luciferase reporter activation; SH-SY5Y APP 5'UTR luciferase reporter, luminescence; zero percent = DMSO vehicle wells; activation, % at 2 µM; 190,000 compounds, 1% hits; AID 1276;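 active means activation above a set limit, based on mean plus 3 SD of controls, cut at about 140% in these data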; further: values of inactives mirror those of a sister screen read the other way
Redox H2O2 prof – compounds producing H2O2 with reducing agent – biochemical, NIH compound library profiling, artefact control for MLSCN library redox annotation, primary screen | AID 878 | activation, % at 10 µM | 200,000 compounds, 0.03% hits | DTT-dependent redox cycling H2O2, phenol red/HRP absorbance; 100% = 100 µM peroxide control, 0% = buffer;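 active means activation of at least 50% relative to the plate's high and low controls in the primary single-dose screen; inactive means activation below 50%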;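 further: compound incubated with DTT at 0.8 mM final as the reducing agent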
FLuc act counter – affects firefly luciferase, flagging false hits in luciferase stimulation screens. ATPlite luciferase biochemical, luminescence, 10 min; 0 = ATP-free wells, 1 = DMSO control. 200,000 tested, under 10 active. activation factor at 10 µM;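 active means luciferase activation factor, scaled between plate controls, of at least 2 with compound at 10 µM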
Target sequence (P08659 whole entry, looked up): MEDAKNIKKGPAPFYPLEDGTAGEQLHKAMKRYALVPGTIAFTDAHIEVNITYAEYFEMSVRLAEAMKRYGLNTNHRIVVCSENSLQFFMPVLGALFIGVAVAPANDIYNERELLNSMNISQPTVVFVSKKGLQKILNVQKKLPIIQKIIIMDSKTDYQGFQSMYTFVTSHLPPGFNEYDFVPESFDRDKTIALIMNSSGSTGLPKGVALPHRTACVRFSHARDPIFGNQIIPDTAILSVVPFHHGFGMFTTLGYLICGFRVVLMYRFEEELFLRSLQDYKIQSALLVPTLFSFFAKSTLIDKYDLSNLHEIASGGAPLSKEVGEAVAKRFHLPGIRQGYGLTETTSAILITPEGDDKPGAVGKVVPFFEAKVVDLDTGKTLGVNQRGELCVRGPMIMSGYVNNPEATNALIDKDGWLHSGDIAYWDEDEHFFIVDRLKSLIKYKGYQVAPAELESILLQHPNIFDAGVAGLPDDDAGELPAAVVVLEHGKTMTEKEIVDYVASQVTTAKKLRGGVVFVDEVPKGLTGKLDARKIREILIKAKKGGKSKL
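System: luciferase plus luciferin reagent, cell-free; medium: PBS as buffer for the ATP substrate; dosing: test compounds dosed from 2 mM stocks in 100% DMSO; timing: 10 min post-reagent at room temperature; measured by: luminescence measurement of luciferase light output; evaluation: luciferase activation, seen as luminescence increase over controls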
G6PDH counter – L. mesenteroides G6PDH inhibition counter-screen. Purified L. mesenteroides G6PDH, diaphorase/resazurin coupled fluorescence, 45 min. inhibition, % at 5 µM. 200,000 compounds, 0.12% hits; in the data active means inhibition above about 50%
FLuc inh counter – inhibits firefly luciferase, flagging false hits in luciferase inhibition screens. P08659. ATPLite firefly luciferase biochemical luminescence, 10 min. inhibition, % at 10 µM. 200,000 compounds, 1.5% hits;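 active means inhibition above about 50% when tested at 10 µM, limit read from the data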
STAT1 activator – activators of IFN-gamma induced STAT1 signaling. NIH 3T3 STAT1-luciferase reporter, luminescence; 100% = IFN-gamma alone, no compound. activation (% of control), % at 5.5 µM. 200,000 compounds, 2.6% hits;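 active means activation above the screen-wide mean activation plus 3 SD, cut at about 130% in these data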;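 further: raw ratio to IFN-gamma control signal so 100% means no change and 0% no light; values of inactives mirror those of a sister screen read the other way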
NF-kB neuron act – NF-kB expression increase, human neuronal cells. AID 1239. fold change at 12.5 µM. NF-kB reporter expression; stronger effect = higher value. 190,000 compounds, 1.6% hits; in the data active means fold change above about 3.3
Efa HMGR inh – inhibitors of class II HMG-CoA reductase from Enterococcus faecalis; 190,000 compounds, 0.41% hits; purified E. faecalis HMGR, NADPH absorbance 340 nm kinetic; inhibition, % at 10 µM;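 active means inhibition above a set limit, the median over all tested compounds plus 3 SD, cut at about 9.5% in these data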;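 further: enzyme runs in reverse so mevalonate oxidation gives rising NADPH absorbance; 0% = complete reaction with DMSO and 100% = background rate lacking mevalonate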
APP 5UTR inh – APP translation inhibition; SH-SY5Y APP 5'UTR-luciferase reporter, luminescence; inhibition, % at 2 µM; 190,000 compounds, 0.82% hits; AID 1285;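 active means inhibition above a set limit, derived from the sample mean plus 3 SD, cut at about 45% in these data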; further: values of inactives mirror those of a sister screen read the other way
An asterisk follows results filed as active; nt = not tested or not shown.

Values in the order – Hsp70 act	APP 5UTR inh	FLuc inh counter	APP 5'UTR act	G6PDH counter	STAT1 activator	Redox H2O2 prof	FLuc act counter	Efa HMGR inh	NF-kB neuron act
COc1cccc(C2C(C(=O)Nc3cccnc3)=C(C)Nc3nnnn32)c1OC (centres undefined)
    0.0	15	-8	-15	4	91	-1.1	1.1	-1	1.4
Cc1ccc(Cn2ncn(-c3ccccc3)c2=O)cc1
    0.1	1	5	-1	13	113	-0.3	1	2	1.5
CN(C)/C=N/c1nc(-c2ccc3c(c2)OCO3)cs1
    0.1	-85	28	85	5	110	-2.6	0.7	0	2.2
CC1CC(NC(=O)C2(C)CC2(Cl)Cl)CC(C)(C)C1 (centres undefined)
    -0.2	-8	-8	8	6	99	0.3	1.1	1	1
O=S(=O)(Cc1cc(Cl)nc(-c2ccncc2)n1)c1ccccc1
    0.3	8	-2	-8	3	95	-1.5	1	-9	1.1
O=C(Nc1ccccc1)N(Cc1cccnc1)Cc1ccco1
    0.0	2	-8	-2	-11	100	0.7	1.1	2	1
CCOC(=O)c1c(NC(=O)C(C)NCc2ccco2)sc2c1CCC(C)C2 (centres undefined)
    0.0	10	-5	-10	-4	88	0.4	1.1	-5	1.1
CC(C)C(O)C1CCN(Cc2nc(-c3cccs3)no2)CC1 (centres undefined)
    -0.1	-31	-5	31	7	122	-0.4	1.1	0	1.8
O=C(Nc1ccc(N2CCN(C(=O)c3cccs3)CC2)c(Cl)c1)c1cccnc1
    -0.1	11	-7	-11	-3	93	1.5	1.1	11*	0.57
O=C(c1ccccc1)c1nnc(-c2ccncc2)o1
    0.0	-8	25	8	8	96	2.3	0.7	-3	1.6
CC(C1CC2CCC1C2)n1c(COc2ccccc2F)nnc1SCC(N)=O (centres undefined)
    -0.2	5	-2	-5	9	100	1.0	1	-9	1.3
Cc1ccccc1S(=O)(=O)NCc1cccnc1
    -0.1	-14	-8	14	-4	102	-0.1	1.1	-3	1.1
Cc1ccnc(NS(=O)(=O)c2ccc(NC(=O)C3CCCNC3=O)cc2)n1 (centres undefined)
    -0.3	1	-6	-1	4	100	2.1	1.1	-1	1.1
C=CCSC1=C(C#N)C(c2cc(Br)c(O)c(OC)c2)CC(=O)N1 (centres undefined)
    0.0	-4	-2	4	-1	97	-2.8	1	-1	1.1
Cc1ccc(NC(=O)c2ccc(Br)o2)cc1S(=O)(=O)N(C)C
    -0.2	-37	49	37	7	117	-1.0	0.5	-4	1.1
Cc1ccccc1OCc1nc2ccccc2[nH]1
    0.3	-131	53*	131	16	130*	-0.3	0.5	-1	4.2*
COc1ccc(OCCSc2nc3nc(C)cc(C)n3n2)cc1
    -0.1	11	-7	-11	8	86	-1.8	1.1	-8	1.1
CC(C)C(=O)Nc1ccc(C(=O)NNC(=S)NC(=O)c2cccs2)cc1
    -0.1	3	-4	-3	-11	100	0.0	1	-3	0.75
CCC(=O)Oc1ccc2c(C)cc(=O)oc2c1C(=O)c1ccccc1
    -0.4	-2	-4	2	2	99	0.0	1	0	1
CCCS(=O)(=O)NCc1cn2c(C)csc2n1
    0.1	-30	-2	30	12	122	-2.3	1	-3	1.7

Given with bars between the fields: 15 of the compounds above.
smiles | Hsp70 act | APP 5UTR inh | FLuc inh counter | APP 5'UTR act | G6PDH counter | STAT1 activator | Redox H2O2 prof | FLuc act counter | Efa HMGR inh | NF-kB neuron act
O=C(Nc1ccccc1)N(Cc1cccnc1)Cc1ccco1 | 0.0 | 2 | -8 | -2 | -11 | 100 | 0.7 | 1.1 | 2 | 1
CCOC(=O)c1c(NC(=O)C(C)NCc2ccco2)sc2c1CCC(C)C2 (centres undefined) | 0.0 | 10 | -5 | -10 | -4 | 88 | 0.4 | 1.1 | -5 | 1.1
CC(C)C(O)C1CCN(Cc2nc(-c3cccs3)no2)CC1 (centres undefined) | -0.1 | -31 | -5 | 31 | 7 | 122 | -0.4 | 1.1 | 0 | 1.8
O=C(Nc1ccc(N2CCN(C(=O)c3cccs3)CC2)c(Cl)c1)c1cccnc1 | -0.1 | 11 | -7 | -11 | -3 | 93 | 1.5 | 1.1 | 11* | 0.57
O=C(c1ccccc1)c1nnc(-c2ccncc2)o1 | 0.0 | -8 | 25 | 8 | 8 | 96 | 2.3 | 0.7 | -3 | 1.6
CC(C1CC2CCC1C2)n1c(COc2ccccc2F)nnc1SCC(N)=O (centres undefined) | -0.2 | 5 | -2 | -5 | 9 | 100 | 1.0 | 1 | -9 | 1.3
Cc1ccccc1S(=O)(=O)NCc1cccnc1 | -0.1 | -14 | -8 | 14 | -4 | 102 | -0.1 | 1.1 | -3 | 1.1
Cc1ccnc(NS(=O)(=O)c2ccc(NC(=O)C3CCCNC3=O)cc2)n1 (centres undefined) | -0.3 | 1 | -6 | -1 | 4 | 100 | 2.1 | 1.1 | -1 | 1.1
C=CCSC1=C(C#N)C(c2cc(Br)c(O)c(OC)c2)CC(=O)N1 (centres undefined) | 0.0 | -4 | -2 | 4 | -1 | 97 | -2.8 | 1 | -1 | 1.1
Cc1ccc(NC(=O)c2ccc(Br)o2)cc1S(=O)(=O)N(C)C | -0.2 | -37 | 49 | 37 | 7 | 117 | -1.0 | 0.5 | -4 | 1.1
Cc1ccccc1OCc1nc2ccccc2[nH]1 | 0.3 | -131 | 53* | 131 | 16 | 130* | -0.3 | 0.5 | -1 | 4.2*
COc1ccc(OCCSc2nc3nc(C)cc(C)n3n2)cc1 | -0.1 | 11 | -7 | -11 | 8 | 86 | -1.8 | 1.1 | -8 | 1.1
CC(C)C(=O)Nc1ccc(C(=O)NNC(=S)NC(=O)c2cccs2)cc1 | -0.1 | 3 | -4 | -3 | -11 | 100 | 0.0 | 1 | -3 | 0.75
CCC(=O)Oc1ccc2c(C)cc(=O)oc2c1C(=O)c1ccccc1 | -0.4 | -2 | -4 | 2 | 2 | 99 | 0.0 | 1 | 0 | 1
CCCS(=O)(=O)NCc1cn2c(C)csc2n1 | 0.1 | -30 | -2 | 30 | 12 | 122 | -2.3 | 1 | -3 | 1.7

Back to the main list with the 2 entries that preceded the break.
Values in the order – Hsp70 act	APP 5UTR inh	FLuc inh counter	APP 5'UTR act	G6PDH counter	STAT1 activator	Redox H2O2 prof	FLuc act counter	Efa HMGR inh	NF-kB neuron act
CCC(=O)Oc1ccc2c(C)cc(=O)oc2c1C(=O)c1ccccc1
    -0.4	-2	-4	2	2	99	0.0	1	0	1
CCCS(=O)(=O)NCc1cn2c(C)csc2n1
    0.1	-30	-2	30	12	122	-2.3	1	-3	1.7
CC(=O)Nc1sc(/C(C#N)=C\c2cccc(Cl)c2)nc1-c1ccc(C)cc1
    -0.3	2	-2	-2	-22	108	1.1	1	-3	0.84
Cc1cs/c(=N\N=C\c2ccccc2)n1Cc1ccco1
    -0.2	0	-5	1	7	106	0.4	1	-4	1.3
CCOC(=O)C1=C(COC(=O)C2(C)CC2(Cl)Cl)NC(=O)NC1c1ccccc1 (centres undefined)
    -0.1	11	1	-11	6	96	-2.0	1	1	1
CCS(=O)(=O)NCC(c1cccnc1)N1CCN(c2ccc(OC)cc2)CC1 (centres undefined)
    -0.2	14	-6	-14	5	89	-1.6	1.1	-5	1.9
CN1CCN(C(=O)c2cnn(-c3ccccc3)c2NC(=O)c2cccs2)CC1
    -0.1	23	-6	-23	4	103	-2.7	1.1	-1	1.3
CCOC(=O)CN(C(=O)CSc1nnc2c(n1)[nH]c1ccc(F)cc12)c1ccccc1
    0.0	14	-5	-14	1	96	0.4	1.1	-3	0.51
Cc1ccnc(SCCn2c(N3CCN(c4ccccc4)CC3)nc3c2c(=O)[nH]c(=O)n3C)n1
    -0.2	1	-3	-1	4	90	-0.8	1	4	0.5
COc1ccc(-c2cn[nH]c2N)cc1
    -0.4	-3	0	3	5	96	-0.2	1	0	1.1
CSc1nc(C)cc(Oc2ccc(=O)n(C)n2)n1
    -0.3	-18	-3	18	10	103	2.4	1	3	1.4
Cc1ccc(NC2CC(=O)N(c3cccc([N+](=O)[O-])c3)C2=O)cc1 (centres undefined)
    -0.1	10	-6	-10	12	105	-0.2	1.1	-7	1.1
CN(/N=C/c1ccco1)C1=NS(=O)(=O)c2ccccc21
    0.1	15	-4	-15	10	111	-0.1	1	-4	1.2
CCN(CC)C(=O)CSc1nnc(NC(=O)CCc2ccccc2)s1
    -0.4	-8	-6	8	0	96	-0.1	1.1	5	0.93
CC(=O)/C(=N\Nc1ccccc1Cl)Sc1cccc2cccnc12
    0.0	-8	2	8	-8	90	0.0	1	0	0.89
C/C(N)=C(/C#N)C(=O)CSc1nnc(Nc2c(C)cccc2C)s1
    -0.4	-14	-2	14	-7	96	0.5	1	1	1.1
CCC(=O)N1c2ccccc2NC2=C(C(=O)CCC2)C1c1cccnc1 (centres undefined)
    -0.3	4	-8	-3	13	90	-0.8	1.1	4	1.1
Cc1ccc(C)c(N2CCN(C(=O)C3CCN(S(=O)(=O)c4cccc5nsnc45)CC3)CC2)c1
    0.1	7	-4	-7	6	90	1.2	1	0	0.43
CC(C)CC(=O)Nc1ccc(-c2cn3ccsc3n2)cc1
    -0.3	-169	92*	169*	-3	104	0.7	0.1	-1	6.7*
Cc1cc(C)c(S(C)(=O)=O)c(N(C)N)n1
    0.0	3	-4	-3	5	105	-0.4	1	-6	1
CC1(C)CC(=O)c2sc(NC(=O)C3CC3)nc2C1
    -0.3	nt	-1	nt	-2	97	-0.4	1	6	1.2
COc1ccc(/C=C2\CCc3ccccc3C2=O)cc1Cn1nc(C)c(Br)c1C
    -0.1	6	nt	-6	nt	97	0.5	nt	nt	nt
O=[N+]([O-])c1ccc(O)c(Nc2ncnc3ccc(Br)cc23)c1
    -0.4	8	-1	-8	4	93	-0.7	1	2	0.57
COCc1c(Br)c(C)[nH]c(=O)c1C#N
    -0.2	-7	-7	7	7	97	0.6	1.1	2	1.4
O=C(CSc1ncnc2c1cnn2-c1ccccc1)Nc1ccc2c(c1)OCO2
    0.0	-13	-5	13	17	102	0.0	1.1	-5	1.6
COc1ccc(C)cc1S(=O)(=O)N(CC(=O)Nc1cccc([N+](=O)[O-])c1)c1ccc(C)c(C)c1
    -0.4	16	-7	-16	-6	97	-0.3	1.1	-3	1
Cc1nnc(SCC(=O)NNC(=O)COc2ccc(Cl)cc2)s1
    -0.4	-1	-2	1	-2	99	-0.2	1	7	1.1
OCC1(Cc2ccccc2)CCN(Cc2cnc(-c3cccc4ccccc34)nc2)CC1
    -0.5	1	-4	-1	5	107	0.1	1	3	1.2
O=C(CCSCc1ccccc1Cl)N1CCN(c2cccc(Cl)c2)CC1
    -0.3	-11	0	11	5	102	1.5	1	-4	0.94
CCc1n[n+](CC(=O)c2ccccc2)c(N)s1
    -0.6	-142	70*	142*	6	45	-0.3	0.3	-2	1.1
CCCCCN=Cc1c(C)[nH]n(-c2nc3ccccc3s2)c1=O
    0.0	-55	52*	55	8	128	-1.0	0.5	-4	1.1
COc1ccc(S(=O)(=O)Nc2ccc(F)cc2)c(C)c1C
    -0.2	-34	-6	34	4	96	1.3	1.1	-3	0.96
COc1cc(NC(=O)Cc2c(C(=O)O)n(C)c3ccccc23)cc(OC)c1OC
    0.1	-30	-6	30	4	96	-0.8	1.1	1	0.96
COC(=O)C(NNc1ccc(F)cc1)(NC(=O)c1ccccc1)C(F)(F)F (centres undefined)
    -0.3	-6	-8	6	-1	87	-0.9	1.1	-1	1.4
